Source: PubChem
FXIIa single = blocks human coagulation factor XIIa activity | purified human FXIIa, AMC substrate fluorescence, 2 h | inhibition, % at 10 µM | actives 0.2% (n = 33,000) | P00748 | AID 701; in the data active = inhibition above about 30%;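 note: 0% = enzyme with vehicle only and 100% = no enzyme blank; many of its hits are not listed in these tables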
Target sequence (P00748 20-372 limits assumed): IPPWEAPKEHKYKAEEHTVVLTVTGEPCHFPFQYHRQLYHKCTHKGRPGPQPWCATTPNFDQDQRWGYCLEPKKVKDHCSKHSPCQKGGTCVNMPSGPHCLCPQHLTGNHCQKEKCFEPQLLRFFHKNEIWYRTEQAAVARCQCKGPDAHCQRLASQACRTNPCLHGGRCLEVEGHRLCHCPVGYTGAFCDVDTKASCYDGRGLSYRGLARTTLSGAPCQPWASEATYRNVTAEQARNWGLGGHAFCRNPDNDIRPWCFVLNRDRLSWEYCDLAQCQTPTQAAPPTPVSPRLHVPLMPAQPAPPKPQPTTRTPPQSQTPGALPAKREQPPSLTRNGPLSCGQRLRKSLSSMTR
Target sequence (P00748 373-615 limits assumed): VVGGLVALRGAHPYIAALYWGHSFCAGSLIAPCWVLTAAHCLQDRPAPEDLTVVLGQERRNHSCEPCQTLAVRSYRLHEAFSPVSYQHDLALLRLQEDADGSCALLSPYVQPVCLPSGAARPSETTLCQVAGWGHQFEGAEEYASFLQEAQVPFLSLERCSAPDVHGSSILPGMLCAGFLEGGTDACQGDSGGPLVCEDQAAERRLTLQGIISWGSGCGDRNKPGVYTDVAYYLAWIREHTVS
FXIa single inh = blocks human coagulation factor XIa activity | P03951 | purified human FXIa, fluorogenic AMC substrate cleavage | inhibition, % at 10 µM | actives 0.3% (n = 33,000);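 active = inhibition above 40% in the primary screen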;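 note: 0% = enzyme without compound and 100% = blank wells lacking enzyme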
Numbers without * were called inactive.

FXIa single inh,FXIIa single,Structure
0,7,O=C1C2C3C=CC(C2C(=O)N1C1CCCCC1)C1C(=O)N(C2CCCCC2)C(=O)C31 (stereo unspecified)
-7,9,CCC(=O)Nc1ccc(S(=O)(=O)NCC2CCCO2)cc1 (stereo unspecified)
-1,7,COc1cccc2cc(C(=O)C3=C(O)C(=O)N(Cc4ccco4)C3c3cccnc3)oc12 (stereo unspecified)
-5,8,c1coc(-c2nn3c(-c4ccco4)nnc3s2)c1
1,2,CC(C)CCN(C)c1ccc(/C=N/n2cnnc2)cc1
1,0,CCOc1ccc(-n2c(SCC(=O)Nc3cc(C)on3)nnc2-c2c[nH]c3ccccc23)cc1
0,-13,CC(C)c1nc(C#N)c(NCCCn2ccnc2)o1
-2,5,Cc1ccc(-n2c(CNc3ccc(F)cc3)nnc2SCC(N)=O)cc1
4,10,CCCC(=O)NC(Nc1ccc(S(=O)(=O)Nc2cc(C)on2)cc1)(C(F)(F)F)C(F)(F)F
13,-12,COc1cc(C)c(Cl)cc1S(=O)(=O)n1cnc(C)c1
-3,1,CCc1ccccc1NC(=O)Cn1nc(C(F)(F)F)c2c1CCC2
4,1,COCc1cc(C)nc(SCC(=O)N2CCC(C)CC2)c1C#N
4,4,COc1ccccc1NC(=O)CSc1nnc(-c2ccccn2)n1Cc1ccco1
-13,5,N#C/C(=C\c1ccc(OCc2ccccc2)cc1)C(=O)Nc1nc2c(s1)CCN(Cc1ccccc1)C2
7,3,CCCCN(C)Cc1c(C)[nH]c2ccc(C)cc2c1=O
20,-10,COc1ccc(-c2oc(NC(=O)CCl)c(C#N)c2-c2ccc(OC)cc2)cc1
3,3,CCN(Cc1ccccc1)C(c1ccc(Cl)cc1)c1nnnn1C(C)(C)C (stereo unspecified)
-7,5,O=C1c2ccccc2C(=O)N1CCC(c1ccc(F)cc1)c1ccco1 (stereo unspecified)
3,3,CC(Nc1ccc(Cl)cc1)c1cc(Cl)ccc1O (stereo unspecified)
-2,1,Clc1ccc(-c2nnc3cccc(Cl)n23)c(Cl)c1

2 compounds picked at random from the list so far:
FXIa single inh,FXIIa single,Structure
-3,1,CCc1ccccc1NC(=O)Cn1nc(C(F)(F)F)c2c1CCC2
3,3,CCN(Cc1ccccc1)C(c1ccc(Cl)cc1)c1nnnn1C(C)(C)C (stereo unspecified)

Next part:
FXIa single inh,FXIIa single,Structure
0,6,O=C1CCC(c2ccccc2)N1C(=O)c1cccnc1 (stereo unspecified)
-2,7,O=C(COC(=O)c1ccc(F)cc1)Nc1ccccc1N1CCOCC1
5,1,CC(=O)N(c1ccccc1)c1c(F)c(F)c(F)c(F)c1F
-1,2,CCOC(=O)CSC1=C(C#N)C(c2ccco2)C(C(=O)Nc2cccc(C(F)(F)F)c2)=C(C)N1 (stereo unspecified)
-4,-10,Cc1ccccc1C(=O)N1CCN(c2nc(N3CCOCC3)nc(N3CCOCC3)n2)CC1
25,-11,CCC(C)(C(=O)NC1CCCCC1)N(Cc1ccco1)C(=O)c1ccccn1 (stereo unspecified)
21,-13,Cc1no[n+]([O-])c1COc1ccc(/C=C2\NC(=S)NC2=O)cc1
13,4,CCN(Cc1ccccc1)CC(O)COc1ccccc1 (stereo unspecified)
-3,-10,CCSc1nnc(NC(=O)Cc2ccc(OC)cc2)s1
-2,-16,CCOC(=O)c1c(C)[nH]c(C(=O)CN2C(=O)NC(C)(c3ccc(C)cc3)C2=O)c1C (stereo unspecified)
-2,-9,COc1ccc(OC2OC3COC(C)(C)OC3C(O)C2NC(C)=O)cc1 (stereo unspecified)
-6,4,CSCCC(C(=O)Nc1ccc2c(c1)OCO2)N1C(=O)c2ccccc2C1=O (stereo unspecified)
18,0,CC(C)(C)c1ccc(C(=O)Oc2ccc3c(c2)OCC3=O)cc1
6,6,Clc1ccccc1OCc1nn2c(-c3ccncc3)nnc2s1
1,3,CCOC(=O)/C(=C\Nc1ccccc1C(F)(F)F)Sc1ncc(C(F)(F)F)cc1Cl
6,8,CC(=O)N1CCc2cc(S(=O)(=O)N3CCc4ccccc4C3)ccc21
2,9,O=C(O)CNS(=O)(=O)c1cc(Cl)c(Cl)cc1Cl
0,20,CSc1nc(-c2ccccc2)nn1S(=O)(=O)c1ccc(Cl)cc1
3,6,CCOCCCNS(=O)(=O)c1ccc2c(c1)CCN2C(C)=O
13,6,Nc1nonc1-c1nc2ccccc2n1CC(=O)O
8,8,Cn1c2ccccc2c2c(C(=O)N3CCN(c4ccccc4)CC3)cn(C3CCCC3)c(=O)c21
-1,-17,Cc1ccc(NC(=O)N2CCCC2C(=O)Nc2ccc(-n3cnnn3)c(C)c2)cc1 (stereo unspecified)
-11,-12,CCCCNC(=O)CNC(=O)c1cccs1
-11,3,CC(C)n1cc(NC(=O)c2cc(-c3ccccc3)on2)cn1
26,-12,CCCCCN1CC(O)=C(c2ccccc2)C1=N
-1,-3,CCO/C=C/C(O)(CNC(=O)COc1ccccc1F)C(F)(F)F (stereo unspecified)
-3,5,Cc1ccc(S(=O)(=O)NCCSC(C)(C)C)cc1
0,6,CCOC(=O)C(Cc1ccccc1)NC(C)=O (stereo unspecified)
0,8,CCNc1nc(NC(C)C)nc(Oc2ccc(/C=N/O)cc2)n1
1,5,CCCC(CCC(=O)Nc1ccc(C(=O)OC)cc1)C(=O)O (stereo unspecified)
0,0,CCOc1ccc(C(=O)OCCN(C)C)cc1
-2,15,CCC(=O)c1ccccc1OCCCN1C(=O)NC(C)(C)C1=O
-1,8,COC(=O)c1ccccc1NC(=O)NCC1CCCO1 (stereo unspecified)
-10,-8,COc1ccc(C(=O)N2CCC(O)(c3ccc(F)cc3)CC2)cc1OC
-9,5,CC(C)n1c(=S)[nH]c2ccccc2c1=O
-2,5,CN1CCN(CCC(=O)N2c3ccccc3Sc3ccc(Cl)cc32)CC1
3,8,C=CCn1c(SCC(=O)c2cc(C)n(CC3CCCO3)c2C)nnc1-c1ccccc1 (stereo unspecified)
2,5,CN(C)CCOC(c1ccccc1)c1ccccc1 (tested in a mixture with another compound)
-3,7,Cc1ccc(C(=O)N2CCN(C3CCCCC3)CC2)s1
3,6,c1ccc(N=P(N2CCOCC2)(N2CCOCC2)N2CCOCC2)cc1

Entries of single compounds from above.
Profile of Cc1ccc(NC(=O)N2CCCC2C(=O)Nc2ccc(-n3cnnn3)c(C)c2)cc1 (stereo unspecified) : FXIa single inh = -1; FXIIa single = -17
Profile of c1ccc(N=P(N2CCOCC2)(N2CCOCC2)N2CCOCC2)cc1 : FXIa single inh = 3; FXIIa single = 6
Profile of CCCCCN1CC(O)=C(c2ccccc2)C1=N : FXIa single inh = 26; FXIIa single = -12

Remaining list, next part:
FXIa single inh,FXIIa single,Structure
-1,-3,CN1C(=O)c2ccccc2C(C(=O)O)C1c1cccc(Cl)c1 (stereo unspecified)
0,8,Nc1nc(-c2ccc3c(c2)OCCO3)cs1
-2,5,Cn1nnnc1SCC(=O)Nc1ccc(Oc2ccccc2)cc1
4,5,Cc1cc2c(c(SCC(=O)NCCc3ccccc3)n1)C(=O)OC2
15,-12,COc1ccccc1C(=O)OCCN1CCOCC1
11,2,O=c1n(CCCN2CCN(c3cccc(Cl)c3)CC2)nc2ccccn12
-2,1,COc1cccc2cc(C(=O)N3CCCCC3C)c(=O)oc12 (stereo unspecified)
-1,1,O/N=C(\c1ccc2c(c1)OCCO2)C1CCCCC1
-4,5,CC/S(CC1CC1(Cl)Cl)=N\S(=O)(=O)c1ccc(C)cc1 (stereo unspecified)
1,4,COC(=O)NCC(c1cccnc1)N1CCN(c2ccccc2OC)CC1 (stereo unspecified)
-13,8,O=C(CSC1=Nc2ccccc2C2=NC(Cc3c[nH]c4ccccc34)C(=O)N12)NC1CCCCC1 (stereo unspecified)
10,7,O=C(CN1CCN(Cc2ccc(Cl)cc2)C1=O)NCCCN1CCOCC1
-5,1,COc1ccc2c(C)cc(SCC(=O)Nc3c(C)n(C)n(-c4ccccc4)c3=O)nc2c1
-16,-14,Cc1ccc(-c2nnc3ccc(SCC(=O)N4CCc5ccccc54)nn23)cc1
-3,12,COc1ccc(OC)c(-n2nnnc2SCC(=O)Nc2nc(C)c(C)s2)c1
-2,26,Cc1cccc2nc(CSc3nnc4ccccn34)cn12
3,9,CCCC1(C(=O)OC)NC(c2ccc(OC)c(OC)c2)C2C(=O)N(c3ccc4c(c3)OCO4)C(=O)C21 (stereo unspecified)
0,9,CCN(CC)C(=O)Nc1ccc(C(=O)OC)cc1
-4,0,COc1ccc(N2CCN(C(=O)CN(Cc3ccccc3)S(C)(=O)=O)CC2)cc1
-4,15,COc1cccc(NC(=O)CCCn2c(=S)[nH]c3ccccc3c2=O)c1

The closing 4 records of the section above are carried over, then new ones follow:
FXIa single inh,FXIIa single,Structure
3,9,CCCC1(C(=O)OC)NC(c2ccc(OC)c(OC)c2)C2C(=O)N(c3ccc4c(c3)OCO4)C(=O)C21 (stereo unspecified)
0,9,CCN(CC)C(=O)Nc1ccc(C(=O)OC)cc1
-4,0,COc1ccc(N2CCN(C(=O)CN(Cc3ccccc3)S(C)(=O)=O)CC2)cc1
-4,15,COc1cccc(NC(=O)CCCn2c(=S)[nH]c3ccccc3c2=O)c1
-2,0,CNC(=O)N1CCN(C(=O)NC)CC1
-1,4,Cn1c(=O)c(C(=O)Nc2cccnc2)c(O)c2ccccc21
-3,-7,O=C1CSC(c2ccc(Cl)cc2)N1 (stereo unspecified)
-3,7,COc1ccc(-c2csc(=Nc3c(C)n(C)n(-c4ccccc4)c3=O)n2C(C)(C)C)cc1
-1,4,Cc1ccc(C(C(=O)NC(C)(C)C)N(Cc2ccco2)C(=O)Cn2nnc(-c3cccs3)n2)cc1 (stereo unspecified)
-3,6,Cc1cccc(-c2nc3c(c(SCC(N)=O)n2)CCCC3)c1
-1,-10,CCCCCn1c(-c2ccco2)nc2nc3ccccc3nc21
18,-14,COc1ccc(Nc2cc(C(=O)NCCCN3CCOCC3)c3ccccc3n2)cc1OC
-1,2,COc1ccc(CNC(=O)C2CCCN2S(=O)(=O)c2ccc(Cl)cc2)cc1 (stereo unspecified)
-7,8,Clc1ccc(CSc2nnc(-c3c[nH]c4ccccc34)o2)cc1
5,5,CC(=O)Nc1cccc(N(C)S(C)(=O)=O)c1
0,6,CCCCCCCCC(=O)NC(NC(=S)N1CCOCC1)C(Cl)(Cl)Cl (stereo unspecified)
5,4,Cc1ccc(NC(=O)CS(=O)Cc2nc(-c3ccc(C)cc3)oc2C)cc1 (stereo unspecified)
-11,-2,COc1cccc2c1OC1(C)CC2NC(=O)N1 (stereo unspecified)
-10,7,CCOC(=O)Cc1csc(NC(=O)COc2ccccc2OCC)n1
-4,-3,CCOC(=O)c1snc2c(=O)[nH]cnc12
-9,5,N#CC1=C(N)NC(SCc2ccc(Cl)cc2)=C(C#N)C12CCCCC2
-4,8,CCOc1ccccc1NC(=O)Cn1c(=O)c2ccccc2n(CC)c1=O
-5,5,Cc1cc(C)c(NC(=O)CN(C2CCCCC2)C2CCCCC2)c(C)c1
7,7,CCOc1ccc(NCC(=O)Nc2ccc(Cl)cc2C)cc1
0,4,Cc1nc(N2CCOCC2)c(C#N)c2c1COC(C)(C)C2
-2,4,CC(C)(Oc1ccc(Cl)cc1)C(=O)OCC(=O)Nc1ncc(Cl)cc1Cl
-1,6,O=C(CCSCc1ccccc1F)N1CCN(c2ccccn2)CC1
5,5,Cc1ccc(S(=O)(=O)N2CCC(C(=O)NCc3cccnc3)CC2)cc1
-3,6,CC(C)(C)n1nnnc1C(c1cccnc1)N(Cc1ccccc1)Cc1ccco1 (stereo unspecified)
-2,6,Cc1cc(C(F)F)n2ncc(C(=O)N3CCCCC3)c2n1
9,5,C=CCN1C(=O)C(Cc2ccc(OCC)cc2)S/C1=N\N=C\c1cccs1 (stereo unspecified)
9,8,Cn1c(=O)c2cc(S(=O)(=O)N3CCN(c4cccc(C(F)(F)F)c4)CC3)ccc2n(C)c1=O
-10,7,CCC(C)n1c(SCC(=O)Nc2cc(C)on2)nc2ccccc2c1=O (stereo unspecified)
-4,7,Clc1ccc(-c2csc(N3CCN(c4ccccc4)CC3)n2)cc1
-1,3,Nc1n[nH]c2c1C1(CCCC1)Cc1ccccc1-2
0,-14,COc1ccc(OCCC(=O)NC2=NCCS2)cc1
0,8,CCCc1noc2c1/C(=N\O)CCC2
23,7,CCOC(=O)C1CCN(C(=S)Nc2cc(OC)c(OC)cc2C(=O)OC)CC1
-7,5,Cc1cc(-n2nc(C)cc2C)n2nc(C)c(-c3ccccc3)c2n1
-5,6,O=S(=O)(NCCOc1cccc2cccnc12)c1ccc(F)cc1
9,6,NCc1ccc(S(N)(=O)=O)cc1
-5,5,CCCCOc1c(Cl)cc(CNC(C)(C)CO)cc1OCC
7,-17,Cc1ccc(N(CC(=O)NCc2ccncc2)S(C)(=O)=O)cc1
-3,4,O=C(CCCOc1ccccc1)Nc1nnc(C2CCCO2)s1 (stereo unspecified)
-2,18,CCc1ccc(CCC(=O)Nc2nc(CC(C)=O)ns2)o1
-5,8,Cc1cccc(-n2c(Cc3cc(=O)[nH]c(=O)[nH]3)nnc2SCC(=O)NCc2ccco2)c1
-7,-2,O=C(CCc1ccc(S(=O)(=O)NCCc2ccccc2)cc1)N1CCN(Cc2ccc3c(c2)OCO3)CC1
5,11,Cc1n[nH]c(=O)nc1NC1CCCCC1
23,0,CCOCCNC(=O)c1ccccc1C(=O)NCCOCC
8,3,CC1CCc2nc3ccc(S(=O)(=O)N4CCC(C(=O)N5CCCCC5)CC4)cc3c(C(=O)O)c2C1 (stereo unspecified)

Only part of the results is shown (hit frequency here may not be typical).
